# From PubChem
# PMI act satM6P – human PMI activators, high substrate, primary screen, biochemical, fluorescence intensity, near-saturating mannose 6-phosphate | 190,000 compounds, 0.34% hits | AID 1216, 2008 | coupled PMI enzyme assay, resazurin fluorescence, 20 min; active compounds read high; 1 = untreated enzyme, 0 = substrate-free blank | activation factor at 20 µM;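 active = activation factor of 2 or more at 20 µM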
#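 Technique: Diaphorase-driven resazurin-to-resorufin fluorescence, excitation 544, emission 590 nm | Assay system: Human PMI in coupled enzyme assay | Times: Enzyme reaction with compound 20 min at room temperature | Medium: HEPES-buffered pH 7.4 with magnesium and detergent | Reagent: Mannose-6-phosphate 1.0 mM (near-saturating) plus 0.22 mM NADP+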
# PMI act – activators of human PMI, primary screen, biochemical, fluorescence intensity, near-Km mannose 6-phosphate; Mannose-6-phosphate isomerase (Homo sapiens), P34949; purified human PMI, coupled resazurin fluorescence, 20 min; active compounds read high; 1 = vehicle control, 0 substrate-free wells; activation factor at 20 µM; 190,000 compounds, 0.005% hits;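 active = activation factor of 2 or more at 20 µM, relative to plate controls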
# PPARg SRC-2 ag – agonists of PPARg-SRC-2 recruitment, primary screen, biochemical, HTS; Peroxisome proliferator-activated receptor gamma (Homo sapiens), P37231; PPARgamma LBD-SRC-2 recruitment; activation, % at 8 µM; 200,000 compounds, 0.34% hits; AID 1032, 2008; in the data active = activation above about 22%;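 also: 0% = vehicle and 100% = reference agonist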
# ROMK primary – ROMK potassium channel modulators, primary screen, cell-based, thallium flux, MLSMR library; ATP-sensitive inward rectifier potassium channel 1 (Homo sapiens), P48048; Tet-inducible ROMK, thallium flux fluorescence; actives lie on both sides; B-score at 10 µM; 130,000 compounds, 2% hits; AID 1918, 2009;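 active = signal ratio slope over the read window, or its plate-corrected B-score, at least 3 SD from the plate mean, either direction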;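 also: B-score of the F/F0 ratio slope over 7 to 12 s after thallium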
# Target sequence (P48048 whole entry, looked up): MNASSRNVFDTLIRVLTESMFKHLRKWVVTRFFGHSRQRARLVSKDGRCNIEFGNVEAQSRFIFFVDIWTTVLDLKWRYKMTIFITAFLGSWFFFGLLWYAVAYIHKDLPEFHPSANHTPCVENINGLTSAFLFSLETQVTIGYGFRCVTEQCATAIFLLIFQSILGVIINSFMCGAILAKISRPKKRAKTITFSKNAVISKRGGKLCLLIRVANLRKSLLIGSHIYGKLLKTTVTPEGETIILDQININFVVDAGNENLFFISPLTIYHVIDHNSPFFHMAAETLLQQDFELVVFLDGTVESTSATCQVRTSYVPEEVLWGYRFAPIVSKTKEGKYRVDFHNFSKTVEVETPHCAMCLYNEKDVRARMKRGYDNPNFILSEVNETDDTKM
# S1P3 antagonist – S1P3 receptor antagonists, primary screen, cell-based | CHO S1P3 NFAT-BLA reporter, FRET fluorescence, antagonist mode | inhibition, % at 4.98 µM | 170,000 compounds, 0.27% hits | AID 485, 2006;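 active = inhibition above the plate cutoff, the mean inhibition of test wells on that plate plus 3 SD, cut at about 28% in these data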;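 also: cells challenged with S1P at its EC80 of 0.8 µM; blue over green emission ratio from cleaved BLA substrate after 4 h stimulation; 0% = S1P-stimulated wells and 100% = unstimulated DMSO-only wells; some compounds past the cut are filed as inactive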
# Target sequence (Q99500 whole entry, looked up): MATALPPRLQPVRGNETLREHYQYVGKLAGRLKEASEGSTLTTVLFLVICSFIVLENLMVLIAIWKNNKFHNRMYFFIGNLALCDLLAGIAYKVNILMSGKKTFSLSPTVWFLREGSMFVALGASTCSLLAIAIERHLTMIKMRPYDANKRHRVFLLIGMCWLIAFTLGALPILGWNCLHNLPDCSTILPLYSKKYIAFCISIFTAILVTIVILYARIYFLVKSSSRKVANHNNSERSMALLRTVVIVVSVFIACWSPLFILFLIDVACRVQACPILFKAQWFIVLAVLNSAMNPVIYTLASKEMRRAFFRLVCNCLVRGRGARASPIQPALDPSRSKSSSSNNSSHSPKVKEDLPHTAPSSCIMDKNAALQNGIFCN
# G6PDH CS – L. mesenteroides G6PDH inhibitors, counter-screen for G6PDH-coupled screening assays, biochemical, Leuconostoc mesenteroides enzyme; glucose-6-phosphate dehydrogenase [Leuconostoc mesenteroides]; Purified L. mesenteroides G6PDH, diaphorase/resazurin coupled fluorescence, 45 min; inhibition, % at 5 µM; 200,000 compounds, 0.12% hits; AID 1020, 2008; in the data active = inhibition above about 50%
# Diaph inh CS – diaphorase inhibitors and chemical oxidizers, primary screen, counter-screen for diaphorase-coupled primary assays, biochemical, uHTS, resorufin fluorescence. diaphorase resazurin-to-resorufin fluorescence, NADH, 16 min; bacterial (C. kluyveri) enzyme, not human. inhibition, % at 20 µM. 190,000 compounds, 0.69% hits;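 active = primary screen inhibition at 20 µM above a set limit, cut at about 50% in these data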;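 also: plate controls were DMSO with full reaction for no effect and wells lacking NADH for full effect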
#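 Assay system – diaphorase enzyme from Clostridium kluyveri · Amount – diaphorase 0.14 U/mL (working solution) · Times – reaction incubation of 16 min at room temperature · Controls – No-NADH positive control and DMSO neutral control · Signal – resorufin fluorescence 544/590 nm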
# Diaphorase act – compounds boosting diaphorase resazurin reduction – biochemical, uHTS, resorufin fluorescence, counter-screen for diaphorase-coupled primary assays, primary screen. Diaphorase/resazurin coupled assay, 16 min; active compounds read high; 1 = vehicle wells, 0 = NADH-free wells. activation factor at 20 µM. AID 1229, 2008. 190,000 compounds, 0.005% hits;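 active = diaphorase activity raised at least twofold by the compound at 20 µM; inactive = activation factor below 2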
#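 Material: Clostridium kluyveri diaphorase, purified enzyme; Quantity: enzyme 0.07 U/mL final; Medium: HEPES pH 7.4 buffer with MgCl2 and Tween 20; Dosing: single compound dose of 20 µM, 1% DMSO final; Schedule: 16 min reaction at room temperature; Measured by: red resorufin fluorescence at 544/590 nm excitation/emission.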
# SRC2 TRFRET art – TR-FRET signal artefacts, primary screen, artefact control for PPARgamma SRC-2 agonist project, biochemical; 200,000 compounds, 0.4% hits; TR-FRET ratio at 8 µM; AID 1049, 2008; TR-FRET artefact counter-screen; active compounds read high; in the data active = TR-FRET ratio above about 2000; also: inactives centre near 1500
# PPARg SRC1 recr – PPARgamma agonists recruiting SRC-1 coactivator, primary screen, biochemical; activation, % at 8 µM; 200,000 compounds, 0.41% hits; PPARgamma-SRC-1 coactivator recruitment biochemical assay; Peroxisome proliferator-activated receptor gamma (Homo sapiens), P37231; in the data active = activation above about 19%;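 also: 0% = DMSO and 100% = reference agonist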
# PPARg SRC3 recr – PPARgamma agonists recruiting SRC-3 coactivator, primary screen, biochemical. Peroxisome proliferator-activated receptor gamma (Homo sapiens), P37231. biochemical PPARgamma/SRC-3 coactivator recruitment assay. activation, % at 8 µM. 200,000 compounds, 0.26% hits. AID 731, 2007; in the data active = activation above about 23%;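 also: 0% = DMSO and 100% = reference agonist; some compounds past the cut are filed as inactive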
# The depositor's hits bear a star; x = no result given. Compounds as they come; any-hit rate near 3.3%.
1) COc1cc([N+](=O)[O-])ccc1NC(=O)COC(=O)c1n[nH]c2ccccc12
2) COC(=O)c1cc(OC)c(OC)cc1N=CC1=C(O)CC(C)(C)CC1=O
3) O=C(N/N=C/C=C\c1ccccc1[N+](=O)[O-])c1ccncc1
4) CC(C)(C)C(=O)CNCC(=O)C(C)(C)C
5) O=[N+]([O-])c1ccc(O)c(C=Nc2ccc3nc(-c4ccccc4)[nH]c3c2)c1
6) COCCn1c(=O)[nH]c(=O)c2cc(C(=O)c3cc(OC)ccc3O)cnc21
7) CS(=O)(=O)NCc1ccc(C(=O)NC2CCCCC2)cc1
8) COC(=O)c1cc(NS(=O)(=O)c2ccc(N3CCC(C)CC3)c([N+](=O)[O-])c2)cc(C(=O)OC)c1
compound no.,1,2,3,4,5,6,7,8
PMI act satM6P,0.8,1,1,2.1*,0.9,0.9,0.9,1
PMI act,1,1,1,1.8,1,0.9,0.9,0.8
PPARg SRC-2 ag,4,1,-7,2,3,5,5,1
ROMK primary,-1.1,x,x,1.3,0.1,x,-0.46,x
S1P3 antagonist,-6,40,-20,-6,-5,-6,-2,2
G6PDH CS,-2,7,6,12,-16,-19,1,-9
Diaph inh CS,38,1,-11,-23,4,18,8,18
Diaphorase act,0.6,1,1.1,1.2,1,0.8,0.9,0.8
SRC2 TRFRET art,1509,1422,1506,1421,1499,1542,1712,1378
PPARg SRC1 recr,7,-1,3,-3,9,5,4,-4
PPARg SRC3 recr,-2,1,-1,-2,5,5,11,-2

9) COc1ccc(C2CC(c3cccs3)=NN2C(=O)COC(=O)C2CCCCC2)cc1OC (stereo not given)
10) COCC(=O)N1CCC(n2nnc3cc(F)ccc32)CC1
11) CCC(C(=O)O)n1nnc(-c2ccc(-c3ccc(OC)cc3)cc2)n1 (stereo not given)
12) Cc1cc(N=Cc2c(O)ccc3cc(Br)ccc23)no1
13) COc1cccc(OCC(=O)NN=C2c3ccccc3-c3ccccc32)c1
14) CC(C)Cn1c(N)c(C(=O)COC(=O)[C@@H]2CCCN2C(=O)c2cccs2)c(=O)n(C)c1=O
15) COc1ccc(-n2c(SCCC#N)nnc2-c2cc(Cl)ccc2OC)cc1Cl
16) COc1ccc(N/C(N)=N/c2nc(CSc3nnc(C)s3)cc(=O)[nH]2)cc1
compound no.,9,10,11,12,13,14,15,16
PMI act satM6P,0.8,0.9,1,0.4,0.9,1.1,x,0.9
PMI act,0.9,0.9,1,0.5,0.9,1.3,x,0.8
PPARg SRC-2 ag,9,7,4,1,8,1,6,-2
ROMK primary,0.098,x,x,0.44,x,1.3,0.34,3.9*
S1P3 antagonist,4,-23,-3,-13,x,12,-3,-3
G6PDH CS,10,4,0,23,9,5,x,10
Diaph inh CS,25,12,11,64*,4,14,x,30
Diaphorase act,0.8,0.9,0.9,0.4,1,0.9,x,0.7
SRC2 TRFRET art,1638,1333,1423,1341,1444,1650,2116*,1507
PPARg SRC1 recr,3,3,-2,-4,5,-1,10,2
PPARg SRC3 recr,6,2,0,0,10,0,22,5

17) CCOc1cc(/C=N/O)cc(Br)c1OC
18) Cc1ccc(S(=O)(=O)N2CCCCC2C(=O)O)s1 (stereo not given)
19) C=CCn1c(=O)c2c(C)c(C)sc2n2c(Nc3ccc(OC)cc3)nnc12
20) Clc1ccccc1OCCCCn1ccnc1
21) CC(C)c1ccc(/C=N/N2CCCCC2)cc1
22) COc1ccc(S(=O)(=O)NC2CCCCC2)cc1-n1cnnn1
23) O=C(CSc1nnc(-c2ccncc2)n1-c1ccc(Cl)cc1)NCc1cccs1
24) O=C(NC(NC(=S)Nc1ccc(Cl)c(Cl)c1)C(Cl)(Cl)Cl)c1ccco1 (stereo not given)
compound no.,17,18,19,20,21,22,23,24
PMI act satM6P,1,1,1,0.9,1,1,1.1,0.9
PMI act,1,1.1,0.9,0.9,1.1,1,1.1,0.8
PPARg SRC-2 ag,-1,0,6,6,5,5,-7,-6
ROMK primary,x,0.052,-0.72,-0.36,x,-0.24,x,x
S1P3 antagonist,10,-12,19,5,4,-5,x,x
G6PDH CS,7,3,6,14,1,11,14,10
Diaph inh CS,12,5,16,11,-1,-6,6,12
Diaphorase act,0.9,1,0.8,0.9,1,1.1,0.9,0.9
SRC2 TRFRET art,1293,1500,1389,1587,1592,1643,1350,1433
PPARg SRC1 recr,-3,-8,-4,1,-1,1,3,-8
PPARg SRC3 recr,2,0,4,-7,6,3,-6,6

25) COc1ccc(CN2CCNC(=O)C2CC(=O)N(C)Cc2ccon2)c(OC)c1 (stereo not given)
26) COc1ccccc1C(=O)NC(=S)Nc1ccc(N2CCOCC2)c(Cl)c1
27) O=C(NNC(=O)c1ccc(Cl)cc1Cl)c1cccs1
28) C=CCNC(=O)c1ccc(Sc2ccccc2)c([N+](=O)[O-])c1
29) CCCCOc1cccc(C(=O)NNC(=S)NC2CCCCC2)c1
30) CCC(C)Nc1cc(C)nc2ncnn12 (stereo not given)
31) CC(=O)CC(=O)Nc1ncccn1
32) Cc1cccc(OCCSc2nc3c([nH]2)c(=N)ncn3Cc2ccccc2)c1
compound no.,25,26,27,28,29,30,31,32
PMI act satM6P,0.7,0.9,1,1,1.1,1.1,1.1,1
PMI act,0.9,0.7,1,1,1.1,1,1.1,1.1
PPARg SRC-2 ag,1,-4,-1,-1,12,8,-1,9
ROMK primary,-0.061,-0.027,0.45,x,x,-0.65,-0.96,x
S1P3 antagonist,-3,-16,-17,x,x,0,-30,x
G6PDH CS,16,2,2,3,-4,4,-2,5
Diaph inh CS,20,11,-1,17,0,5,2,9
Diaphorase act,0.8,0.9,1,0.8,1,1,1,0.9
SRC2 TRFRET art,1330,1619,1508,1601,1650,1524,1778,1534
PPARg SRC1 recr,7,5,1,7,6,3,5,4
PPARg SRC3 recr,4,1,-3,0,5,1,10,-3

33) CS(=O)(=O)N(CC(=O)Nc1ccc2c(c1)OCCO2)Cc1ccc(Cl)cc1
34) CCCCCCC(=O)Nc1c2c(nc3ccccc13)N(C)CC2
35) CCC(C)(C)NC(=O)C(c1ccc(F)cc1)N(Cc1cccc(OC)c1)C(=O)c1cnccn1 (stereo not given)
36) CC(C)CN1CCN(C2CCN(C(C)C)CC2)C(CCO)C1 (stereo not given)
37) COc1ccc(OC(=O)COc2ccc(C)cc2)cc1
38) CC(=O)Nc1ccc(C(=O)NCCCOC(C)C)cc1
39) CC(OC(=O)CCCc1nc2ccccc2s1)C(N)=O (stereo not given)
40) Cc1cc(-n2nnc3ccccc32)nc2ccccc12
compound no.,33,34,35,36,37,38,39,40
PMI act satM6P,1,1,1.1,1,1,1,1,0.8
PMI act,1,0.9,1,1,1,1,1,0.8
PPARg SRC-2 ag,0,6,-6,1,6,2,20,2
ROMK primary,x,-0.26,0.16,1.5,-0.31,0.17,0.0057,x
S1P3 antagonist,-33,x,-6,-13,9,-14,x,-1
G6PDH CS,-4,2,3,8,-3,10,0,6
Diaph inh CS,12,8,10,14,10,-6,6,20
Diaphorase act,0.9,0.9,0.9,0.9,0.9,1.1,0.9,0.8
SRC2 TRFRET art,1438,1612,1280,1575,1671,1608,1704,1519
PPARg SRC1 recr,5,-1,-14,7,5,4,3,-3
PPARg SRC3 recr,10,3,2,7,1,2,4,-1

# Arranged by the number under ROMK primary (smallest number first): three of the compounds above
entry | canonical_smiles | PMI act satM6P | PMI act | ROMK primary | S1P3 antagonist
34 | CCCCCCC(=O)Nc1c2c(nc3ccccc13)N(C)CC2 | 1 | 0.9 | -0.26 | x
38 | CC(=O)Nc1ccc(C(=O)NCCCOC(C)C)cc1 | 1 | 1 | 0.17 | -14
36 | CC(C)CN1CCN(C2CCN(C(C)C)CC2)C(CCO)C1 (stereo not given) | 1 | 1 | 1.5 | -13

# (continued)
41) Cc1ccc(-n2cccc2/C=C2/C(=N)N3C(=NC2=O)SN=C3S(C)(=O)=O)cc1Cl
42) Cc1sc2nc(SCc3nc(-c4cccs4)no3)n(-c3ccccc3)c(=O)c2c1C
43) CCOCCCNC(=O)c1cc(Sc2ccc(F)cc2)nc2ccccc12
44) NC1=NC2(CCN(Cc3ccccc3)CC2)n2c(nc3ccccc32)N1
45) CCOc1ccccc1CNC(=O)c1cc2oc3ccccc3c2n1C
46) O=C(NCc1ccc(Cl)cc1)C(=O)NCC(c1cccnc1)N1CCN(c2ccc(F)cc2)CC1 (stereo not given)
47) Brc1ccc(-c2csc(N3CCC(c4ccccc4)C3)n2)cc1 (stereo not given)
48) CN(CCc1ccccn1)C(=O)CCc1nnc(CCCc2ccccc2)o1
49) Nn1c(Cc2ccccc2F)nnc1SCC(=O)N1CC(=O)Nc2ccccc21
50) COc1ccc2c(c1)[N+](C)(C)C(C)(C)C=C2C
51) C=CCn1c(SCC(=O)N2CCOCC2)nc(O)cc1=O
compound no.,41,42,43,44,45,46,47,48,49,50,51
PMI act satM6P,1.3,0.9,1,1,0.9,1,1,0.9,1.1,1,1.1
PMI act,1.1,0.8,0.9,1,0.9,0.9,1,0.9,1.1,0.9,1
PPARg SRC-2 ag,16,1,3,-9,2,-4,4,4,13,-4,-2
ROMK primary,x,0.92,0.15,x,-0.02,-0.23,x,-0.098,x,0.7,x
S1P3 antagonist,4,x,-18,-8,x,-11,x,-6,x,-8,x
G6PDH CS,-14,7,-10,14,-2,-4,2,6,1,4,-2
Diaph inh CS,48,11,6,-2,0,28,10,17,8,-7,-2
Diaphorase act,0.5,0.9,0.9,1,1,0.7,0.9,0.8,0.9,1.1,1
SRC2 TRFRET art,1589,1601,1599,1512,1659,1281,1647,1566,1575,1640,1571
PPARg SRC1 recr,15,3,1,-1,1,7,6,0,6,3,4
PPARg SRC3 recr,1,8,3,-6,24,-3,4,2,4,-2,-14
